Spn PMK inh: inhibitors of Streptococcus pneumoniae phosphomevalonate kinase; inhibition, % at 10 µM; AID 539; purified PMK, PK/LDH-coupled NADH absorbance 340 nm; 65,000 compounds, 0.49% hits;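 active means top-ranked compounds by inhibition in the single 10 µM screen, taking a fixed number of the strongest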;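 further: 0% = full reaction with DMSO carrier and 100% = background rate without enzyme reaction; no value below 0 was filed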
Bfl-1 displacement: displacement of Bid BH3 peptide from Bfl-1 – biochemical, fluorescence polarization, FITC-Bid, mouse, primary screen (AID 432); one-dose displacement, % at 20 µM; IC50 in µM for titrated hits; 64,000 compounds, 0.02% hits; FITC-Bid BH3 peptide fluorescence polarization displacement; higher % means a stronger effect; in the data active means a potency from the dose series; inactive means the rest, 99 in 100 with displacement below about 15%; further: strong numbers were not always called active
LYP inhibition: LYP phosphatase inhibitors, primary screen, biochemical, DiFMUP fluorescence, recombinant catalytic domain, 10 µM (AID 606); recombinant LYP catalytic domain, DiFMUP fluorescence; higher % means a stronger effect; 52,000 tested, under 10 active; one-dose inhibition, % at 10 µM; IC50 in µM for titrated hits;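 active means IC50 under 40 µM in the dose-response test; inactive means IC50 of 40 µM or more, or never dose-tested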
HT1080 viability: cytotoxicity in HT1080 fibrosarcoma cells, cell-based, fluorescence readout (AID 620); HT1080 viability, fluorescence; higher % means a stronger effect; cytotoxicity, % at 10 µM, or EC50 in µM where a hit was titrated; 87,000 compounds, 0.42% hits;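 further: cells exposed to compound overnight then 4 h with Alamar Blue; 0% = vehicle DMSO and 100% = killing control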
DPM-DC inhibit: blocks S. pneumoniae diphosphomevalonate decarboxylase | calls only at 10 µM | 65,000 compounds, 0.49% hits | purified DPM-DC, PK/LDH coupled NADH fluorescence;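 active means the 320 compounds with the highest percent inhibition in the single-dose primary screen, excluding strongly autofluorescent ones, cut at about 32% in these data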;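 further: kinetic rate of NADH fluorescence loss reporting ADP formed by the decarboxylase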
HPDE-C7 cytotoxicity: cytotoxicity in HPDE-C7 cells, cell-based, fluorescence, HTS (AID 430) | 63,000 compounds, 1.8% hits | HPDE-C7 pancreatic duct cells viability, fluorescence; higher % means a stronger effect | one-dose cytotoxicity, % at 10 µM; EC50 in µM for titrated hits;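 further: cells exposed to compound for 48 hours before viability readout; 0% = vehicle and 100% = reference cytotoxic drug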
Spn MK inh: S. pneumoniae mevalonate kinase inhibition | inhibition, % at 10 µM | AID 555 | 65,000 compounds, 0.48% hits | purified MK, PK/LDH-coupled NADH absorbance 340 nm;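 active means ranked among the strongest by inhibition in the single 10 µM screen, a fixed top-ranked set picked for dose follow-up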; further: no value below 0 was filed
KRASV12 cytotoxicity: cytotoxicity in KRAS-transformed pancreatic duct cells, primary screen, cell-based, fluorescence, HTS (AID 431) | 63,000 compounds, 1.7% hits | cytotoxicity, % at 10 µM; hits with a dose series show EC50 in µM | HPDE-C7K KRASV12 cells, Alamar Blue viability, 48 h; higher % means a stronger effect;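 active means compounds whose percent cytotoxicity in the single-dose primary screen, scaled between solvent and toxic-drug controls, exceeds 50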;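 further: 0% = DMSO solvent wells and 100% = doxorubicin-treated wells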
Alkaline phosphatase: inhibition of tissue-nonspecific alkaline phosphatase – biochemical, luminescent (AID 518) | purified TNAP enzyme, luminescent substrate readout; higher % means a stronger effect | inhibition, % at 20 µM; hits with a dose series show IC50 in µM | 64,000 compounds, 0.09% hits; in the data active means a potency from the dose series; inactive means the rest, 99 in 100 with inhibition below about 22%;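 further: plate controls were vehicle for no effect and reference inhibitor for full effect; many of its hits are not listed in these tables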
Spn PMK inh pilot replicates: further read-out of Spn PMK inh, marked with its call; inhibition, %; measured here: pilot screen replicates
Spn MK inh pilot replicates: second read-out of Spn MK inh, no call of its own (marks repeat the call); inhibition, %; measured here: pilot screen replicates
DPM-DC inhibit pilot screen %: also measured in DPM-DC inhibit; calls as there; inhibition, %; measured here: pilot screen trials
* hit, by the source's call; i = inactive; / = not tested or not shown; + = active, no number; [ ] = another dose, or the depositor's remark. Unless noted, no stated cut-off is given here; in the data, active means cytotoxicity above about 50%; inactive means the rest.

SMILES | Spn PMK inh | Spn PMK inh pilot replicates | Bfl-1 displacement | LYP inhibition | HT1080 viability | DPM-DC inhibit | HPDE-C7 cytotoxicity | Spn MK inh | Spn MK inh pilot replicates | KRASV12 cytotoxicity | Alkaline phosphatase | others
CCOC(=O)c1ccc(NC(=O)CC2OCCN(CC)C2=O)cc1 (stereo not drawn) | 5.0 | / | -7.1% | -6.5% | 7.5% | i | -6.9% | 10.0 | / | -1.5% | -0.1%
Cc1cc(C)c(C#N)c(SCc2ccccc2C(=O)O)n1 | 3.0 | / | -1.5% | 10.4% | -10.4% | i | 3.9% | 9.0 | / | -7.7% | 3.7%
Cc1c(-c2ccccc2)nc2ccccc2c1C(=O)O | 14.0 | / | -0.1% | 4.8% | 1.2% | i | 0.5% | 8.0 | / | 0.4% | 7.1%
O=C(NCc1cccnc1)c1cn(CCc2ccccc2)nn1 | 11.0 | 3.0 | -4.4% | -0.8% | -9.6% | i | -0.7% | 6.0 | 0.5 | 3.7% | 14.6% | DPM-DC inhibit pilot screen %=0.5
O=S(=O)(c1ccccc1)c1nc(-c2cccs2)oc1NCC1CCCO1 (stereo not drawn) | 5.0 | 0.5 | -2.9% | 15.3% | 3.9% | i | -5.4% | 0.0 | 5.0 | 10.7% | 7.6% | DPM-DC inhibit pilot screen %=1.0
O=C1CN(C(=O)OCc2ccccc2)c2ccccc2N1 | 0.0 | / | -5.6% | 10.4% | -2.1% | i | -1.6% | 4.0 | / | 8.3% | 3.0%
CCC(=O)Oc1ccc2c(C)cc(=O)oc2c1C | 12.0 | 6.0 | -10.5% | 13.2% | 4.2% | +[fluoresces] | -5.0% | 7.0 | 1.5 | 6.0% | 5.6% | DPM-DC inhibit pilot screen %=29.0*
CN1CCN(C(=O)c2cc(-c3cccc(Cl)c3)on2)CC1 | 16.0 | / | 4.0% | 10.9% | -9.6% | i | -7.8% | 5.0 | / | 1.8% | -1.4%
Cc1c(C(=O)N2CCN(c3ccccc3F)CC2)sc2ncn(CC(=O)N3CCOCC3)c(=O)c12 | 13.0 | / | 1.2% | -2.9% | -8.8% | i | 0.2% | 0.0 | / | -1.9% | 21.8%
COc1ccccc1NC1=C(C)C(=O)CC1 | 7.0 | 2.0 | 2.8% | 1.8% | -0.1% | i | -4.6% | 7.0 | 0.0 | -11.5% | 6.6% | DPM-DC inhibit pilot screen %=0.0
c1ccc(N2CCN(c3c4c(nc5ncnn35)CCC4)CC2)cc1 | 19.0 | / | -2.8% | -1.8% | 1.1% | i | -6.0% | 7.0 | / | 4.2% | 9.6%
c1ccc(Cn2c(SCCN3CCOCC3)nnc2-c2cccnc2)cc1 | 11.0 | / | -0.3% | / | 1.2% | i | -18.4% | 8.0 | / | -7.0% | 5.9%
COc1ccccc1N1C(=O)c2ccccc2NC1c1ccncc1 (stereo not drawn) | 0.0 | 0.0 | -1.5% | -62.9% | 2.0% | / | -2.6% | 12.0 | 0.0 | -4.4% | 12.3%
COC(=O)c1ccc2c(=O)sc(N3CCC(C(N)=O)CC3)nc2c1 | 0.0 | / | 5.5% | / | -4.4% | i | 1.0% | 5.0 | / | -1.8% | 5.5%
Cc1ccc2c(c1)cc(CN(Cc1ccc3c(c1)OCO3)S(=O)(=O)c1ccccc1)c1nnnn12 | 1.0 | / | -5.7% | / | 1.9% | i | 12.1% | 3.0 | / | 16.2% | 15.8%
Cc1csc(NC(=O)Cn2cnnn2)n1 | 0.0 | / | -10.2% | / | 11.7% | i | -1.0% | 6.0 | / | 0.2% | 5.0%
CCOC(=O)Cc1csc(NC(=O)c2ccc(Br)s2)n1 | 6.0 | / | -0.1% | 10.5% | 3.6% | i | -4.4% | 8.0 | / | -14.1% | -2.1%
COc1cc(Cl)cc(C#N)c1OCC(=O)O | 6.0 | / | -3.0% | 14.3% | -3.4% | i | -19.6% | 10.0 | / | -20.5% | 4.2%
Nc1ccc(Sc2nnnn2-c2ccccc2)c(Cl)c1 | 2.0 | 0.5 | -4.2% | 5.8% | 3.9% | i | 8.6% | 12.0 | 0.0 | 13.6% | 22.0% | DPM-DC inhibit pilot screen %=1.0
COc1ccc(CNC(=O)C(c2cccs2)N(C(=O)c2csnn2)C2CC2)cc1 (stereo not drawn) | 14.0 | / | 0.8% | 5.5% | -1.2% | i | -14.8% | 4.0 | / | -24.4% | 5.6%

The final 2 records of the section above are carried over, then new ones follow.
SMILES | Spn PMK inh | Spn PMK inh pilot replicates | Bfl-1 displacement | LYP inhibition | HT1080 viability | DPM-DC inhibit | HPDE-C7 cytotoxicity | Spn MK inh | Spn MK inh pilot replicates | KRASV12 cytotoxicity | Alkaline phosphatase | others
Nc1ccc(Sc2nnnn2-c2ccccc2)c(Cl)c1 | 2.0 | 0.5 | -4.2% | 5.8% | 3.9% | i | 8.6% | 12.0 | 0.0 | 13.6% | 22.0% | DPM-DC inhibit pilot screen %=1.0
COc1ccc(CNC(=O)C(c2cccs2)N(C(=O)c2csnn2)C2CC2)cc1 (stereo not drawn) | 14.0 | / | 0.8% | 5.5% | -1.2% | i | -14.8% | 4.0 | / | -24.4% | 5.6%
CS(=O)(=O)Nc1ccccc1C(=O)c1ccccc1 | 7.0 | / | -6.2% | 4.6% | -1.0% | i | -10.1% | 15.0 | / | 2.9% | 6.6%
Nn1c(SCC(=O)NCc2ccccc2)nnc1C1CC1 | 0.0 | / | -0.8% | / | -5.6% | i | 6.6% | 1.0 | / | -8.4% | 6.8%
O=C(O)c1cc(-c2ccc3c(c2)OCO3)nc2ccccc12 | 3.0 | / | 9.7% | 10.1% | 7.6% | i | -1.7% | 5.0 | / | 1.0% | 7.0%
O=C(NCC1COc2ccccc2O1)C1CCN(S(=O)(=O)c2cccc3nsnc23)CC1 (stereo not drawn) | 14.0 | / | -8.2% | 22.3% | -1.5% | i | -23.1% | 10.0 | / | -10.4% | 10.5%
O=C(Cn1c(S(=O)(=O)Cc2ccccc2)nc2ccccc21)N1CCCCC1 | 0.0 | / | -6.1% | -0.6% | 0.5% | i | -10.2% | 1.0 | / | -15.0% | -2.3%
CC(C)CC(c1nnnn1CC1CCCO1)N1CCN(C2CCCC2)CC1 (stereo not drawn) | 13.0 | / | -21.6% | 10.7% | -5.1% | i | -20.1% | 11.0 | / | -21.5% | 9.2%
COc1ccc(S(=O)(=O)n2nc(OC(=O)C3CCCCC3)cc2N)cc1 | 0.0 | / | -6.4% | / | -1.3% | i | -2.6% | 0.0 | / | -11.1% | -2.4%
O=C(O)C1CCCN1C(=O)Nc1ccccc1 (stereo not drawn) | 0.0 | / | -6.1% | 5.8% | -5.4% | i | 0.3% | 6.0 | / | -0.5% | 5.0%
CC1CCc2nc(NC(=O)CN3CCOCC3)sc2C1 (stereo not drawn) | 12.0 | / | -0.5% | -0.4% | 2.2% | i | -5.9% | 8.0 | / | -3.7% | 2.6%
N#Cc1ccccc1Cn1c(=O)n(CCC(=O)NCc2ccco2)c(=O)c2ccccc21 | 17.0 | / | -2.7% | 6.4% | 11.2% | i | -8.6% | 0.0 | / | -9.3% | 4.7%
CCOC(=O)Cn1nnnc1CN(Cc1ccc(OC)cc1)Cc1cc2cc(C)ccc2[nH]c1=O | 4.0 | 0.5 | 0.0% | 16.0% | 2.3% | i | -16.7% | 4.0 | 8.0 | -14.1% | 13.9% | DPM-DC inhibit pilot screen %=8.0
OC(C#CCN1CCOCC1)c1cccs1 (stereo not drawn) | 3.0 | / | -5.3% | 1.4% | 1.3% | i | -4.8% | 3.0 | / | 2.7% | 13.4%
COc1ccc(-c2noc(-c3cccc(Cl)c3)n2)cc1OC | 4.0 | / | -0.7% | 6.3% | -2.0% | i | -5.9% | 2.0 | / | -0.8% | 7.9%
CCOc1cc(-c2nc(-c3cc(OC)c(OC)c(OC)c3)no2)cc(OCC)c1OCC | 0.0 | / | 0.2% | 10.1% | 11.6% | i | -7.4% | 0.0 | / | -3.0% | 3.2%
CCCOc1cccc(C(=O)Nc2cc(NC(=O)c3ccco3)ccc2OC)c1 | 16.0 | 3.0 | 4.2% | 0.6% | -4.9% | i | 12.3% | 4.0 | 0.0 | 5.5% | 13.6% | DPM-DC inhibit pilot screen %=2.5
Cc1nnc(NCc2n[nH]c(=O)c3ccccc23)c2ccccc12 | 5.0 | 3.5 | 4.4% | 1.6% | 32.7% | i | 18.7% | 1.0 | 4.0 | -1.4% | 8.1% | DPM-DC inhibit pilot screen %=3.0
CCN(Cc1nc2ccccc2c(=O)[nH]1)Cc1nc2cc(OC)c(OC)cc2c(=O)[nH]1 | 8.0 | 0.5 | -6.8% | -6.2% | -5.4% | i | 7.8% | 0.0 | 0.0 | 0.4% | 5.6% | DPM-DC inhibit pilot screen %=0.0
CCCc1nnc(SCC(=O)N2CCCC2)n1CC1CCCO1 (stereo not drawn) | 12.0 | / | -6.1% | 5.1% | -5.2% | i | 7.5% | 0.0 | / | 9.0% | 13.4%
CC(C)OC(=O)c1nnn(-c2nonc2N)c1CSc1ccccn1 | 1.0 | / | -8.6% | 14.4% | -4.7% | i | -9.8% | 3.0 | / | -7.6% | 11.1%
COc1ccc(C2C(C(=O)c3ccc(C)o3)=C(O)C(=O)N2c2cc(C)on2)cc1OC (stereo not drawn) | 2.0 | / | -3.7% | / | -4.9% | i | -0.5% | 8.0 | / | 2.6% | 7.3%
CCCCNC(=O)Oc1cccc(N2CCCC2=O)c1 | 18.0 | / | 4.1% | -4.7% | / | i | 6.1% | 8.0 | / | -8.0% | 10.8%
C=CCN=C1SCC(=O)N1S(=O)(=O)c1ccc(C)cc1 | 13.0 | 0.5 | 2.3% | 1.4% | -1.2% | i | 11.3% | 6.0 | 0.0 | -0.9% | 9.5% | DPM-DC inhibit pilot screen %=0.0
O=C(O)CSCc1ccc(Cl)cc1 | 4.0 | / | -1.5% | 8.6% | 10.8% | i | 13.4% | 1.0 | / | 11.3% | 5.0%
COc1ccc(NC(=O)NCCN2CCN(c3cccc(Cl)c3)CC2)cc1 | 4.0 | / | 4.2% | -5.1% | 1.7% | i | 6.4% | 11.0 | / | 11.2% | -0.7%
CCCc1nn(CCc2ccccn2)c(N)c1CC | 0.0 | 3.0 | 9.3% | 10.5% | -0.4% | i | -13.9% | 5.0 | 0.0 | -4.1% | 2.4% | DPM-DC inhibit pilot screen %=0.5
CC(=O)c1cccc(NS(=O)(=O)c2c(C)n[nH]c2C)c1 | 12.0 | / | -5.2% | 3.8% | / | i | -9.1% | 8.0 | / | -4.5% | 2.6%
COc1ccccc1NCCC(=O)OCC(=O)NCc1ccco1 | 9.0 | / | -0.8% | -1.4% | -2.7% | i | -9.2% | 1.0 | / | 2.7% | 3.4%
CCOc1ccccc1NC(=O)CSc1c(C)n[nH]c1C | 4.0 | 1.5 | 4.6% | -23.6% | 2.0% | i | 2.0% | 4.0 | 0.0 | -4.3% | 6.4% | DPM-DC inhibit pilot screen %=0.0
Cc1cc2c(c(=O)n1CCN(C)C)C(c1ccc(Cl)cc1)C(C#N)=C(N)O2 (stereo not drawn) | 0.0 | / | 3.8% | 8.7% | 1.8% | i | -13.8% | 12.0 | / | -10.1% | 2.0%

Source: PubChem
